High-throughput results from PubChem.
TRHR PAM – TRH receptor (human) allosteric enhancement; TRHR cells, fluo-8 calcium fluorescence, EC20 TRH enhancement; 360,000 compounds, 0.66% hits; enhancement, % at 2 µM; AID 493056; P34981; in the data active = enhancement above about 30%; also: 0% is about no effect
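TRHR-expressing cells loaded with fluo-8 calcium dye were read kinetically (ex 480/em 530) during compound addition, then stimulated with an EC20 of TRH (10 nM final). Enhancement of the Gq-mediated intracellular calcium response was scored.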
TrxR1 substrate – is turned over as a substrate by rat TrxR1; purified TrxR1 substrate turnover, NADPH consumption readout; Potency, µM (series often up to 114 µM), inactives show at the highest dose activity change, negative = substrate turnover; 390,000 compounds, 0.01% hits; AID 588456; also: potency is read from the fitted curve at half-maximal effect; % is scaled to controls: 0 for no effect and ±100 for the full control effect; nearly all actives have a fitted effect of over 50% in size
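Rat TrxR1, dispensed at 90 nM, was prereduced with 400 uM NADPH (final) for 5 min at ~22 deg C, then incubated with compound 15 min before 400 uM selenite. A first-read NADPH fluorescence drop versus no-compound background flagged substrates.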
USP1-UAF1 inh – blocks the human USP1/UAF1 deubiquitinase complex | O94782 | recombinant USP1/UAF1, Ub-Rhodamine cleavage fluorescence | Potency, µM (series often up to 57.1 µM), without a hit: at the top dose activity change, negative = inhibition, most hits filed as inhibitors | 390,000 compounds, 0.23% hits; also: potency is read from the fitted curve at half-maximal effect; % is scaled to controls: 0 for no effect and ±100 for the full control effect; nearly all actives have a fitted effect of over 60% in size; inactives centre near -12
Target sequence (O94782 whole entry, looked up): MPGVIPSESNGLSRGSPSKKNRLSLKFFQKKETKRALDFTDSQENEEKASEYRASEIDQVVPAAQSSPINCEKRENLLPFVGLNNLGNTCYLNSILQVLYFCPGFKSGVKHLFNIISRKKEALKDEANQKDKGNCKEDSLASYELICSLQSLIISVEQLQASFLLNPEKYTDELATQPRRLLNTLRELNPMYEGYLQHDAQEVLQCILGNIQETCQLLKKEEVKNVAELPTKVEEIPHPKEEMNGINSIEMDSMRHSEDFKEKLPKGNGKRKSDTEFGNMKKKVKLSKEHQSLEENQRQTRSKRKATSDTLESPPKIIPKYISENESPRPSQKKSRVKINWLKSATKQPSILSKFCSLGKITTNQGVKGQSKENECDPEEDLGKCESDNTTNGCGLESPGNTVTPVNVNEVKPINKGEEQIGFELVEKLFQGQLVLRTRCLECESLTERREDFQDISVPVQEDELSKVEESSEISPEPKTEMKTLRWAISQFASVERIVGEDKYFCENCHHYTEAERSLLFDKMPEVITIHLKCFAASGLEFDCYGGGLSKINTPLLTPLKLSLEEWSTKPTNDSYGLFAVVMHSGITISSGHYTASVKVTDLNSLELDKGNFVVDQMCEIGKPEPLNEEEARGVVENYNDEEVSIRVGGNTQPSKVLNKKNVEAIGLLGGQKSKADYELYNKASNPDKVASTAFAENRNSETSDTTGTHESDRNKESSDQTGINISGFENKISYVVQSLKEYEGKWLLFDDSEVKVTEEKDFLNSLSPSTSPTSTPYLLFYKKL
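USP1/UAF1 complex (1 nM) preincubated 15 min at room temperature with compound, then Ub-Rho substrate (150 nM final) added. Kinetic fluorescence at 480/540 nm over 6 reads at 60 s intervals; 50 mM HEPES pH 7.8, 0.5 mM EDTA, 0.1 mg/ml BSA, 1 mM TCEP, 0.01% Tween-20.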
Pin1 inh – blocks the human prolyl isomerase Pin1; Q13526; Pin1 FP peptide displacement, HiFluor488, 10 min; Potency, µM (highest dose often 115 µM), for the others: at the top dose activity, negative = inhibition, actives largely listed as inhibitors; 390,000 compounds, 0.009% hits; AID 504891; active = well fitted inhibition curve with a large enough effect in the polarisation, with a control signal flat, not every such curve was filed as active; inconclusive = small, poorly fitted or top-dose-only effect, or effect the other way, or a change in a side signal; inactive = no such curve, though single readings can be large or run the other way; the % refers to the polarisation; also: potency is read from the fitted curve at half-maximal effect; % is scaled to controls: 0 for no effect and ±100 for the full control effect
Target sequence (Q13526 whole entry, looked up): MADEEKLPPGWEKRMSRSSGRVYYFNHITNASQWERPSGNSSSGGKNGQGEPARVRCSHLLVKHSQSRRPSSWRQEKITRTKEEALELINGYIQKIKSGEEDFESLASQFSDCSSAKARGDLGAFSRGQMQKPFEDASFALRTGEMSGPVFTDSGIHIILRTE
D2 antagonist – D2 dopamine receptor (human) antagonism; AID 485344; P14416; HEK293 TREx D2 cells, calcium flux, dopamine EC80; inhibition, % at 10 µM; 340,000 compounds, 2% hits; in the data active = inhibition above about 30%; also: 0% is about no effect
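Tetracycline-induced HEK293 T-REx cells expressing D2 force-coupled to calcium signalling were dye-loaded, exposed to compound for 180 s, then challenged with an EC80 of dopamine; calcium flux was followed kinetically for a further 180 s.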
mIDH1 inhibitor – inhibitors of human mutant IDH1 R132H; O75874; IDH1-R132H enzyme, NADPH consumption, diaphorase/resazurin fluorescence; Potency, µM (highest dose often 76.6 µM), inactives show at the highest dose activity change, negative = inhibition, hits mostly inhibitors; 390,000 compounds, 0.093% hits; AID 602179; also: potency is read from the fitted curve at half-maximal effect; % is scaled to controls: 0 for no effect and ±100 for the full control effect; nearly all actives have a fitted effect of over 65% in size
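IDH1-R132H (0.5 ug/mL) preincubated 30 min with compound, then NADPH (0.016 mM) and alpha-KG (2 mM) added; 80 min at RT, pH 7.5. Remaining NADPH coupled via diaphorase/resazurin to fluorescence (540/590 nm); concentration-response curves normalized to no-enzyme control.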
TRHR ag – agonists of human TRH receptor | 360,000 compounds, 0.18% hits | TRHR cells, calcium flux fluo-8, FDSS agonist mode | activation, % at 2 µM | P34981; in the data active = activation above about 30%; also: 0% is about no effect
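Steps: seed TRHR cells overnight; add fluo-8 no-wash Ca dye, RT 30 min–1.5 h; record 10 s baseline; pin-transfer compounds; monitor fluorescence 1 cycle/s for the agonist window. Calcium increases flag candidate agonists.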
TrxR1 inh – rat TrxR1 inhibition; O89049; recombinant rTrxR1, NADPH fluorescence consumption, selenite substrate; Potency, µM (highest dose often 114 µM), for the others: at the top dose activity change, negative = inhibition, actives largely listed as inhibitors; 390,000 compounds, 1% hits; AID 588453; also: potency is read from the fitted curve at half-maximal effect; % is scaled to controls: 0 for no effect and ±100 for the full control effect; nearly all actives have a fitted effect of over 65% in size
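Rat TrxR1 (90 nM in the dispensed reagent) was pre-reduced with 400 uM NADPH for 5 min at room temperature, then incubated with compound for 15 min. After 400 uM selenite was added, NADPH fluorescence (Ex 340/Em 450 nm) was followed for 8 min.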
D2 ag – D2 dopamine receptor (human) agonism. AID 485358. 340,000 compounds, 0.53% hits. activation, % at 2 µM. HEK293 T-REx D2 cells, calcium flux agonist mode;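 active = activation over 3 SD above normal in the single-dose calcium agonist read, cut at about 30% in these data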; also: 0% is about no effect
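In this primary screen, compounds producing a positive calcium signal within 180 s of addition to tetracycline-induced, force-coupled HEK293 Trex D2 cells are flagged; cells are dye-loaded with a no-wash calcium kit beforehand.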
An asterisk follows results filed as active; ? = inconclusive; nt = not tested or not shown; & = joins results of further samples; [ ] = another dose, or the depositor's remark. Unless noted, calls follow the shape of the dose curve; as a rule, active = well fitted inhibition curve with a large enough effect; inconclusive = small, poorly fitted or top-dose-only effect; inactive = no such curve, though single readings can be large or run the other way.

SMILES	TRHR PAM	TrxR1 substrate	USP1-UAF1 inh	Pin1 inh	D2 antagonist	mIDH1 inhibitor	TRHR ag	TrxR1 inh	D2 ag
Cc1ccc(C2c3c(oc4ccccc4c3=O)C(=O)N2c2nnc(C)s2)cc1 (centres undefined)	12	1%[57.1 µM]	?	-4%	nt	14%	0.0	20%[57.1 µM]	1.2
COc1ccc([N+](=O)[O-])cc1NC(=O)C(C)OC(=O)CN1C(=O)C2CC=CCC2C1=O (centres undefined)	2	-7%[57.1 µM]	0%	1%	-11	-7%	-0.3	-5%[57.1 µM]	0.1
O=C(COC(=O)c1cc(S(=O)(=O)N2CCOCC2)ccc1F)Nc1cc([N+](=O)[O-])ccc1F	nt	0%	-21%	-2%	nt	1%	nt	7%	nt
O=C(CCc1ccccc1)NCCSc1ccccc1	-4	-3%	-14%	-8%	-19	-11%	-0.8	0%	-1.5
C/C(=N\Nc1nc(N)cc(Cl)n1)c1cccc([N+](=O)[O-])c1	2	-1%	-13%	7%	1	15%	0.0	18%	0.2
Cc1ccc([N+](=O)[O-])cc1S(=O)(=O)N1CCn2cccc2C1c1ccccc1 (centres undefined)	-4	3%[57.1 µM]	-23%	4%	nt	8%	0.4	27%[57.1 µM]	1.1
C=C[C@]1(C)C=C2CCC3[C@](C)(CCC[C@@]3(C)C(=O)O)C2CC1 (some centres undefined)	-1	-11%	-10%	-10%	-15	-14%	0.0	-10%	-0.1
Cc1nnc(SCC2=C(C(=O)O)N3C(=O)C(NC(=O)Cn4nc(C)c(Cl)c4C)C3SC2)s1 (centres undefined)	2	3%	-21%	-3%	15	-8%	0.0	-17%	0.2
O=C(CCSc1nnc2scc(-c3ccccc3)n12)Nc1nc(-c2ccccc2)ns1	8	-10%	-14%	3%	4	-3%	0.6	-19%	-0.5
C=CCNC(=O)c1onc(CSc2ccccc2)c1C(=O)O	0	3%	-27%	-8%	32*	-10%	-0.2	18%	0.6
COc1cc(C(=O)Nc2ccc3c(c2)N(C(=O)CCN(C)C)c2ccccc2CC3)cc(OC)c1OC	17	-3%	-23%	2%	0	0%	0.1	2%	-0.4
Cc1ccccc1C(=O)NNc1ncnc2c1cnn2-c1cccc(Cl)c1	7	-5%[57.1 µM]	-15%	5%	nt	-8%	-0.3	10%[57.1 µM]	-0.2
CC(=O)c1cnc(Nc2cccc(Cl)c2Cl)s1	10	10%[57.1 µM]	-24%	-2%	3	14%	-0.3	27%[57.1 µM]	-0.5
CCn1ccc(C(=O)Nc2ccsc2C(=O)OC)n1	2	-1%	-9%	-6%	-5	0%	-0.6	2%	-1.6
CC(=O)N1c2ccc(S(=O)(=O)N3CCCC(C(=O)N4CCC(C)CC4)C3)cc2CC1C (centres undefined)	-3	-3%	-5%	0%	2	-3%	-1.9	10%	0.4
S=c1[nH]nc(-c2ccco2)n1/N=C/c1c(Cl)cccc1Cl	-4	4%	-17%	?	7	2%	0.4	14%	-0.3
CCOC(=O)N1CCN(C(=O)C2CCN(S(=O)(=O)c3ccc(Cl)cc3)CC2)CC1	6	-8%	-11%	13%	2	-7%	-0.2	-5%	0.1
COc1cccc(-c2nnc3sc(-c4cccs4)nn23)c1	-2	-2%	-25%	-1%	8	8%	-0.4	-9%	0.4
Cc1cc(O)c(NC(=O)c2cccc([N+](=O)[O-])c2)cc1C	-5	5%	-16%	-4%	-3	8%	-0.3	21%	0.1
Cc1ccc(NC(=O)CC(=O)NCCN2CCOCC2)cc1	5	9%	-11%	-10%	-2	-2%	0.0	16%	-0.5
CN(c1ccccc1)S(=O)(=O)c1cccc(NS(=O)(=O)c2ccc(/C=C/C(=O)O)cc2)c1	-4	-1%	-5%	-11%	0	-10%	-0.2	8%	-0.3
Cc1cccc(NC(=O)CSc2nc3[nH]ncc3c(=O)[nH]2)c1C	0	-7%	-18%	-1%	3	0%	0.6	-6%	0.5
CC(=O)N1c2c(cc(Br)cc2S(=O)(=O)N2CCOCC2)CC1C (centres undefined)	4	7%[57.1 µM]	-3%	1%	10	-6%	0.6	4%[57.1 µM]	1.1
COc1ccc(S(=O)(=O)N(C)c2ccc(C(=O)Nc3ccccc3C(=O)N3CCOCC3)cc2)cc1OC	1	0%	2%	1%	-10	-7%	-0.7	9%	-0.5
O=C(O)c1ccc(N/N=C/c2cc(Br)cs2)cc1	9	-11%	?	-6%	-8	3%	-0.2	0%[57.1 µM]	-0.1

One compound at a time, from the list above.
`CN(c1ccccc1)S(=O)(=O)c1cccc(NS(=O)(=O)c2ccc(/C=C/C(=O)O)cc2)c1` is listed with TRHR PAM = -4; TrxR1 substrate = -1%; USP1-UAF1 inh = -5%; Pin1 inh = -11%; D2 antagonist = 0; mIDH1 inhibitor = -10%; TRHR ag = -0.2; TrxR1 inh = 8%; D2 ag = -0.3
`CCn1ccc(C(=O)Nc2ccsc2C(=O)OC)n1` is listed with TRHR PAM = 2; TrxR1 substrate = -1%; USP1-UAF1 inh = -9%; Pin1 inh = -6%; D2 antagonist = -5; mIDH1 inhibitor = 0%; TRHR ag = -0.6; TrxR1 inh = 2%; D2 ag = -1.6
`Cc1ccccc1C(=O)NNc1ncnc2c1cnn2-c1cccc(Cl)c1` is listed with TRHR PAM = 7; TrxR1 substrate = -5%[57.1 µM]; USP1-UAF1 inh = -15%; Pin1 inh = 5%; D2 antagonist = nt; mIDH1 inhibitor = -8%; TRHR ag = -0.3; TrxR1 inh = 10%[57.1 µM]; D2 ag = -0.2

Three entries from above, ordered by molecular weight, highest first:
SMILES	TRHR PAM	TrxR1 substrate	USP1-UAF1 inh	Pin1 inh	D2 antagonist	mIDH1 inhibitor	TRHR ag	TrxR1 inh	D2 ag
CN(c1ccccc1)S(=O)(=O)c1cccc(NS(=O)(=O)c2ccc(/C=C/C(=O)O)cc2)c1	-4	-1%	-5%	-11%	0	-10%	-0.2	8%	-0.3
O=C(O)c1ccc(N/N=C/c2cc(Br)cs2)cc1	9	-11%	?	-6%	-8	3%	-0.2	0%[57.1 µM]	-0.1
C=CCNC(=O)c1onc(CSc2ccccc2)c1C(=O)O	0	3%	-27%	-8%	32*	-10%	-0.2	18%	0.6

Additional compounds.
SMILES	TRHR PAM	TrxR1 substrate	USP1-UAF1 inh	Pin1 inh	D2 antagonist	mIDH1 inhibitor	TRHR ag	TrxR1 inh	D2 ag
NNC(=O)Cn1c2ccccc2c2ccccc21	-7	-17%[11.4 µM]	-24%	0%	-17	9%	0.2	19%[11.4 µM]	1.1
CCc1ccc(S(=O)(=O)NCc2nc3cccnc3n2Cc2ccccc2Cl)cc1	10	-1%[57.1 µM]	-6%	4%	nt	16%	-0.3	11%[57.1 µM]	0.5
Cc1ccc(C)c(NC(=O)CN(C)C(=O)[C@@H](NC(N)=O)C(C)C)c1	27	4%	-13%	2%	-7	-14%	-1.0	14%	-0.1
Cc1ccc(C(C(=O)NCC2CCCO2)N(C(=O)c2snc(C(N)=O)c2N)c2ccc(C(C)C)cc2)o1 (centres undefined)	-7	7%	-12%	-1%	1	5%	-0.3	-12%	-0.6
O=C(NC(Cc1ccccc1)C(=O)O)/C(=C\c1ccccc1)NC(=O)c1ccc(Br)o1 (centres undefined)	-2	-5%	-15%	-14%	4	-8%	-0.3	7%	-0.3
CCN(CCN(C)C)C(=O)C1CCN(S(=O)(=O)c2c(C)noc2/C=C/c2ccccc2F)CC1	-2&-4	2%	-8%&6%	-13%&-2%	-8	3%&20%	2.4&1.2	21%	0.9&0.1
O=C(c1ccc(Cl)cc1)C1CCCN(C(=O)/C=C/c2ccccn2)C1 (centres undefined)	-2	5%[57.1 µM]	-2%	-1%	-8	8%	-0.9	19%[57.1 µM]	-1.3
CC#CC(=O)NCC1(N(C)Cc2ccccc2)Cc2ccccc2C1	-21	1%	-20%	-12%	5	-4%	0.0	18%	-1.2
CS(=O)(=O)Nc1cccc(-c2cn3ccccc3n2)c1	-1	37%[activator]	-12%	7%	1	4%	-0.2	21%	0.7
O=C(c1cc2sccc2n1Cc1ccc(F)cc1)N1CCN(c2nc3ccccc3s2)CC1	-1	2%	-8%	7%	11	-1%	0.7	3%	1.1
CCOC(=O)c1ccc(NC(=O)CSc2nnc(CNc3ccc(C)cc3)n2C)cc1	1	-7%	-14%	?	-9	-1%	-1.3	3%	0.7
COc1cc(N(C)C)c([N+](=O)[O-])cc1C(=O)N1CCN(Cc2ccccc2)CC1	5	3%[57.1 µM]	-18%	1%	10	-4%	0.1	12%[57.1 µM]	-0.2
O=C(CSc1nnc(NC(=O)c2c(F)cccc2F)s1)Nc1ccc(F)cc1	0	0%[11.4 µM]	-18%	-2%	6	-5%	0.3	-17%[11.4 µM]	-0.3
Cc1ccc(S(=O)(=O)/N=C(/c2ccc(F)cc2)N(C)C)cc1	2	-5%	-20%	-1%	-5	2%	-0.7	0%	0.4
Cc1cccc(C(=O)NC2=NC(c3ccc(Cl)cc3)CC(=O)N2)c1 (centres undefined)	0	-9%	-20%	?	nt	-10%	0.0	13%	-0.2
CN1C(=O)Cc2cc(S(=O)(=O)NCc3cccs3)ccc21	-1	9%[57.1 µM]	-24%	-4%	4	30%	0.1	40%	-0.3
CCc1nnc(SCc2ccc(OC)c(Br)c2)n1N	8	-9%	-19%	1%	-2	0%	-0.1	17%[57.1 µM]	0.5
N#CC1(C#N)C(C(N)=O)C1c1ccccc1 (centres undefined)	-3	-8%	-13%	35%[activator]	-5	2%	-2.2	-29%	-1.0

An excerpt; rates above refer to the full screens.
